LYPLA2 counter = counter-screen for PME1 inhibitors: inhibitors of human LYPLA2. O95372. recombinant LYPLA2, FP-Rh probe fluorescence polarization. inhibition, % at 5.9 µM. 320,000 tested, 0.38% active. AID 2177;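 active = inhibition above the screen-wide mean plus 3 SD, limit set per campaign, cut at about 26% in these data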;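 note: 0% = LYPLA2 with DMSO and 100% = wells lacking LYPLA2 enzyme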
EBNA-1 inhibitor = blocks EBNA-1 binding to DNA | EBNA-1 DNA binding, fluorescence polarization | inhibition, % at 14.8 µM | 300,000 tested, 0.34% active | AID 1950; in the data active = inhibition above about 28%
PAD4 inh = inhibitors of human PAD4 | inhibition, % at 6.36 µM | 330,000 tested, 0.41% active | recombinant PAD4, RCA probe fluorescence polarization | Q9UM07;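 active = percent inhibition above a cutoff equal to the mean of all tested compounds plus 3 SD, cut at about 15% in these data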;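 note: 0% = PAD4 with RCA probe and DMSO and 100% = probe without PAD4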
ZTA counter = blocks Epstein-Barr virus ZTA, an EBNA-1 counter-screen; P03206; ZTA-DNA binding, fluorescence polarization; inhibition, % at 11 µM; 320,000 tested, 0.15% active; in the data active = inhibition above about 33%
PAFAH1B3 FP inh = PAFAH1B3 (human) inhibition; recombinant PAFAH1B3, FP-rhodamine probe, fluorescence polarization; inhibition, % at 3.39 µM; AID 492972; Q15102; 340,000 tested, 0.28% active;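 active = inhibition above the screen-wide average of all tested compounds plus 3 SD, cut at about 25% in these data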;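 note: 0% = enzyme with DMSO only and 100% = wells lacking PAFAH1B3 protein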
Target sequence (Q15102 whole entry, looked up): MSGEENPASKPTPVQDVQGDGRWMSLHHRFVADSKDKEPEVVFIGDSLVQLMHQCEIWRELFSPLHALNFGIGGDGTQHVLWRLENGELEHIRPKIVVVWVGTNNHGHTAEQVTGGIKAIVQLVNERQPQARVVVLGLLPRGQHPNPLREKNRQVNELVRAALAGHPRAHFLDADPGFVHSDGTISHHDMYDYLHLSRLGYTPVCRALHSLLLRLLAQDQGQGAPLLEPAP
GSTO1 counter = counter-screen for RBBP9 inhibitors: inhibitors of human GSTO1. P78417. recombinant GSTO1, activity-based probe fluorescence polarization. inhibition, % at 5.96 µM. 300,000 tested, 1.1% active. AID 1974;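 active = inhibition above the campaign mean inhibition plus 3 SD, cut at about 35% in these data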;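 note: 0% = GSTO1-1 with DMSO and 100% = wells lacking GSTO1-1 enzyme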
PREPL inh = human PREPL enzyme inhibition | AID 2751 | Q4J6C6 | inhibition, % at 5.96 µM | recombinant PREPL, fluorescence polarization activity-based probe | 320,000 tested, 0.68% active; in the data active = inhibition above about 43%;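 note: 0% = enzyme with DMSO and 100% = wells lacking enzyme; many of its hits are not listed in these tables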
Target sequence (Q4J6C6 whole entry, looked up): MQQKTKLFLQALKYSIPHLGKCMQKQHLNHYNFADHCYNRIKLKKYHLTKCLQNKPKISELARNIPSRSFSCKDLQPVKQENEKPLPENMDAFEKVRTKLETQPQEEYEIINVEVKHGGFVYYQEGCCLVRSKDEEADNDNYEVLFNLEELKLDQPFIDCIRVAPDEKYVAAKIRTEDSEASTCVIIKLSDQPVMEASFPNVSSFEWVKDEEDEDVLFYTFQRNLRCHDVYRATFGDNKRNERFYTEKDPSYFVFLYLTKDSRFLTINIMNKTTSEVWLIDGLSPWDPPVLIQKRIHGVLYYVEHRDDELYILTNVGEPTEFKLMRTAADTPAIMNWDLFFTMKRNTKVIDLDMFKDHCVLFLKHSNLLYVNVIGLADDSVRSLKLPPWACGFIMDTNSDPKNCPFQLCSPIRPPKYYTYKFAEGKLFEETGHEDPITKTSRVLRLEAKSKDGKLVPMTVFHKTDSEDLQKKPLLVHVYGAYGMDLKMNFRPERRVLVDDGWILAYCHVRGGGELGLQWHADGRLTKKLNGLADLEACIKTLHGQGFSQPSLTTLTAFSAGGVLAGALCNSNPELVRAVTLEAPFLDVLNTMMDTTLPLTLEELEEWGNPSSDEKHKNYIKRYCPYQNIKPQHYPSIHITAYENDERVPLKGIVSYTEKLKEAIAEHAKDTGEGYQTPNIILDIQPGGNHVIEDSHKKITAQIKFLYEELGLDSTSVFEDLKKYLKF
LYPLA1 inh = counter-screen for PME1 inhibitors: inhibitors of human LYPLA1. O75608. recombinant LYPLA1, FP-Rh probe fluorescence polarization. inhibition, % at 5.9 µM. 320,000 tested, 0.16% active. AID 2174;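 active = inhibition above the mean of all tested compounds plus 3 SD, set per campaign, cut at about 14% in these data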;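 note: inhibitors block serine hydrolase probe labeling of LYPLA1 so polarization falls; 0% = enzyme with DMSO and 100% = wells lacking LYPLA1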
PAFAH2 FP inh = inhibitors of human PAFAH2 | inhibition, % at 3.39 µM | AID 492956 | Q99487 | 340,000 tested, 0.99% active | recombinant PAFAH2, FP-rhodamine activity probe, fluorescence polarization;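 active = inhibition above the mean over all tested compounds plus 3 SD, cut at about 30% in these data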;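 note: inhibitors block probe labeling of enzyme so polarization drops; 0% = enzyme with DMSO and 100% = wells lacking PAFAH2 protein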
* hit, by the source's call; . = no result given. Only part of the results is shown (hit frequency here may not be typical).

Below each compound: LYPLA2 counter	EBNA-1 inhibitor	PAD4 inh	ZTA counter	PAFAH1B3 FP inh	GSTO1 counter	PREPL inh	LYPLA1 inh	PAFAH2 FP inh
COc1ccc2c(C)c(CC(=O)N3C[C@H]4C[C@@H](C3)c3cccc(=O)n3C4)c(=O)oc2c1OC
    -7.3	3.6	-1.9	5.5	4.8	14.2	5.0	-5.7	6.7
O=C1OCCC1Sc1nnc(-c2ccccc2Cl)n1Cc1ccccc1 (stereo unspecified)
    7.2	2.2	-1.3	-12.8	1.4	0.3	2.2	0.3	-1.5
CC(C)CCNC(=O)c1cn(C)c2ccc(S(=O)(=O)N3CCCC3)cc2c1=O
    0.6	8.7	-1.6	12.2	-0.6	8.9	3.6	0.5	2.6
COc1ccc(OC)c(/C=N/NC(=O)CCN2CCN(C(c3ccccc3)c3ccccc3)CC2)c1
    -2.4	13.9	-1.7	-13.8	-10.5	2.0	17.4	-3.4	-6.1
Cc1cc(C)n(C(C)CNS(=O)(=O)c2ccc(C)c(C)c2)n1 (stereo unspecified)
    0.9	-6.4	0.4	2.2	-6.2	-1.7	-1.8	-0.2	5.2
c1cncc(-c2nnc3sc(-c4ccco4)nn23)c1
    0.8	-12.0	-0.1	-12.2	7.5	0.8	3.9	-1.6	-1.4
N#Cc1c[nH]n2c(=O)c3c(nc12)CCCC3
    -2.7	10.4	6.1	-2.6	.	2.7	9.0	-1.1	.
CC(C)C(=O)NC(C)C(c1cccs1)N1CCOCC1 (stereo unspecified)
    4.1	2.6	-2.5	-10.1	-2.4	-1.9	8.8	1.6	1.8
C=CC[C@@H](CC(=O)N(CCO)Cc1ccccc1)C(=O)N[C@@H](COC(=O)[C@H](CC=C)CC(=O)OC(C)(C)C)Cc1c[nH]c2ccccc12
    .	.	2.5	.	10.7	.	24.7	.	11.3
CC(=O)c1c(C)[nH]c(C(=O)N(C)C(c2ccccc2)c2ccccc2)c1C
    3.3	-13.3	-6.9	-3.9	4.6	-0.1	21.1	1.2	1.4
COc1ccc(S(=O)(=O)N2CCOC2CNC(=O)C(=O)NCCc2ccccc2)cc1OC (stereo unspecified)
    9.2	0.2	-3.2	-5.8	10.6	1.8	-12.1	3.2	1.1
NC(=S)N=Nc1c(O)n(Cc2ccccc2)c2ccccc12
    -7.0	1.3	-3.5	5.7	0.3	7.8	-1.6	-7.4	4.7
CCOC(=O)CSC1=Nc2ccccc2C2=NC(CC(=O)NCc3cccs3)C(=O)N12 (stereo unspecified)
    -5.3	0.1	-14.0	3.2	-0.9	-0.1	-0.5	-4.7	5.6
C/C(CCc1ccccc1)=N\NC(=O)CCc1ccccc1
    7.6	2.3	0.7	-5.4	6.9	7.7	0.0	0.2	1.8
O=C(CSc1nnc(Nc2ccccc2)s1)NCc1cccs1
    1.0	1.3	-4.3	9.0	2.2	-2.6	-5.3	-1.7	0.5
COC(=O)c1ccc(N=C2SCC(=O)N2C)cc1
    5.7	14.4	2.6	5.2	4.9	2.0	-6.2	-0.3	-8.2
CCc1c(C(=O)Nc2ncn(Cc3cccc(C)c3)n2)csc1C
    -1.7	-6.5	-0.7	6.0	1.5	-0.5	8.8	-1.2	2.9
CN1CCN(C(=O)C2CCCN(S(=O)(=O)c3ccc(F)cc3)C2)CC1 (stereo unspecified)
    -1.1	2.6	2.2	-0.1	17.3	-3.5	-4.2	-2.1	4.2
CCCCCCCc1c(O)nc(SCCN2CCOCC2)[nH]c1=O
    4.2	4.3	0.9	5.2	-5.9	10.7	0.9	-5.1	-1.6
CC(Sc1nc(N)cc(N)n1)C(=O)NCCC1=CCCCC1 (stereo unspecified)
    0.3	.	-2.3	-7.6	0.1	.	-1.0	4.1	-11.1

Rewritten field by field: part of the list above
> Cc1cc(C)n(C(C)CNS(=O)(=O)c2ccc(C)c(C)c2)n1 (stereo unspecified)
- LYPLA2 counter = 0.9
- EBNA-1 inhibitor = -6.4
- PAD4 inh = 0.4
- ZTA counter = 2.2
- PAFAH1B3 FP inh = -6.2
- GSTO1 counter = -1.7
- PREPL inh = -1.8
- LYPLA1 inh = -0.2
- PAFAH2 FP inh = 5.2
> c1cncc(-c2nnc3sc(-c4ccco4)nn23)c1
- LYPLA2 counter = 0.8
- EBNA-1 inhibitor = -12.0
- PAD4 inh = -0.1
- ZTA counter = -12.2
- PAFAH1B3 FP inh = 7.5
- GSTO1 counter = 0.8
- PREPL inh = 3.9
- LYPLA1 inh = -1.6
- PAFAH2 FP inh = -1.4

(list continues)
Below each compound: LYPLA2 counter	EBNA-1 inhibitor	PAD4 inh	ZTA counter	PAFAH1B3 FP inh	GSTO1 counter	PREPL inh	LYPLA1 inh	PAFAH2 FP inh
CC(=O)c1ccc(OCC(=O)NCc2ccc(F)cc2)cc1
    5.9	-5.9	-0.8	7.8	7.8	-4.9	4.2	6.6	9.5
CC(NC(=O)c1cccs1)C(c1cccs1)N1CCN(c2ccccc2)CC1 (stereo unspecified)
    -0.7	0.7	-1.4	-2.5	0.3	8.3	-13.9	3.4	-2.9
COc1ccccc1OCCOc1ccc(C(=O)c2ccccc2)cc1
    -0.6	-0.4	-2.2	-3.0	0.8	0.3	-2.0	-4.3	0.2
COc1cc(/C=C2\C(=N)N3N=C(S(C)(=O)=O)SC3=NC2=O)ccc1OS(=O)(=O)c1ccccc1
    -8.3	-7.6	-1.7	-3.9	.	-24.2	-1.2	-9.4	.
O=C(/C=C/c1cccs1)Nc1nncs1
    -4.3	13.1	-5.6	4.7	10.7	9.9	2.3	-0.1	5.4
CN1CCN(CCC(=O)Nc2ccc(Br)cc2)CC1
    -1.2	-10.2	-6.8	-3.0	1.3	11.1	12.5	0.5	-8.1
COc1ccc(NC(=O)c2ccc(NC(=O)COC(=O)CC(NC(=O)c3ccccc3Cl)c3ccccc3)cc2)cc1 (stereo unspecified)
    -33.9	4.2	-2.4	-6.2	-22.4	-2.7	0.8	-25.7	-11.2
Cc1ncsc1CCC(=O)N1CCCC(Nc2ccc(F)c(F)c2)C1 (stereo unspecified)
    8.6	4.1	0.4	3.6	-8.2	5.2	-4.1	4.6	0.3
Cc1cc(C)n(-c2n[nH]c(C)c2[N+](=O)[O-])n1
    -9.9	-21.6	-5.9	3.3	-0.2	-8.7	15.8	-0.1	4.5
CC(C(=O)NCC1CCCCC1)N1CCc2ccccc2C1 (stereo unspecified)
    9.7	-3.7	-2.1	-17.0	4.2	-1.6	4.5	5.0	0.8
CCOc1ccc(S(=O)(=O)N2CCOCC2)cc1NC(=O)CN1C(=O)NC2(CCCC2)C1=O
    8.6	-1.1	1.4	-0.8	9.7	2.5	-5.1	1.4	-5.3
CS(=O)(=O)c1ccc(C(=O)NNC(=O)c2ccccc2-n2cccc2)cc1
    1.2	.	3.4	-8.7	10.8	.	4.1	-3.8	-0.4
COc1cccc(-c2nn(-c3ccccc3)cc2CN(C)Cc2c(C)nc3ccccn23)c1
    2.8	-7.3	1.6	-12.0	3.9	6.5	8.2	-1.5	12.0
COc1ccc(-n2c(Cc3cccn3C)nnc2SCC(=O)N2CCCc3ccccc32)cc1
    1.4	2.3	1.0	2.6	4.0	-0.8	21.9	-4.1	2.4
O=C(COC(=O)C1CCCCC1)Nc1cccc(Br)c1
    4.5	.	-0.2	-2.3	4.2	.	4.0	-1.6	77.4*
COc1cccc(NC(=O)C2CC(=O)N(Cc3ccc(C)cc3)C2)c1 (stereo unspecified)
    -3.2	-4.1	3.9	-14.3	-2.5	2.9	16.3	-1.9	6.6
COCCN1CN(S(=O)(=O)c2ccc(Cl)cc2)c2nc3ccccc3nc21
    -1.9	-12.7	-7.6	-14.7	-1.8	3.7	8.2	-1.4	0.3
CC(=O)Nc1ccc(S(=O)(=O)NCC2CCC(C(=O)NCCC3=CCCCC3)CC2)cc1 (stereo unspecified)
    25.5	-2.9	-4.7	-4.5	6.7	4.6	9.5	-3.5	4.6
O=C(Cn1cnc2ccccc2c1=O)NCCC(=O)Nc1ccc(F)cc1
    7.6	2.4	-1.7	17.4	8.1	5.0	-4.6	1.8	-19.0
O=C(CNc1ccc(F)cc1)c1ccccc1
    4.6	-5.0	-2.5	-3.0	2.6	2.1	-7.5	-1.2	-7.7
CCCC(=O)Nc1c(-c2ccc(OC)cc2)c(=O)c2ccccc2n1C
    -3.9	-2.1	0.5	10.4	-2.0	5.0	8.7	-3.2	-2.1
COc1ccc(NC(=O)CCCNC(=O)Cn2cnc3sc4c(c3c2=O)CCCC4)c(OC)c1
    -2.1	11.6	35.1*	-17.8	3.0	-2.5	4.0	-1.9	-11.9
COc1ccc(C(=O)NCC23C=CC(O2)C2C(=O)N(Cc4ccccc4)C(=O)C23)cc1 (stereo unspecified)
    6.5	1.9	2.7	-2.7	2.5	-1.6	-2.9	1.4	-2.8
CC1=CC(C)(C)N2C(=O)C(=O)c3cc(OC(=O)c4ccco4)cc1c32
    6.1	-5.1	1.9	-2.1	.	-6.6	8.8	1.4	.
COCCCn1c(SCc2nnc(-c3ccccc3)o2)nc2sc3c(c2c1=O)CCC3
    -0.8	-2.8	0.8	-21.3	5.3	4.0	7.3	-0.5	2.2
COc1ccc(NC(=O)C23CC4CC(C2)CC(c2ccccc2)(C4)C3)c(OC)c1
    2.2	-2.6	0.7	3.6	-2.7	-0.8	12.0	1.8	-7.5
CCOC(=O)c1nn(-c2ccc(OCC)cc2)c2nc(-c3cccc(OC)c3)c(C#N)c(=O)n12
    -6.8	-9.5	-2.6	-9.7	-0.8	-2.1	7.1	-2.3	-0.7
Oc1ccccc1-c1cc(C(F)(F)C(F)F)[nH]n1
    0.5	13.3	-5.6	14.4	6.1	0.3	10.3	-3.3	-0.5
Cc1cccc(Nc2nc(Cl)ncc2F)c1C
    3.2	-0.9	-4.6	-15.9	13.9	1.4	1.5	-0.3	5.3
O=C(COC(=O)CNS(=O)(=O)c1cc(C(F)(F)F)ccc1Cl)NC1CC1
    .	.	1.2	.	10.9	.	24.6	.	2.1
CCC1CCCCN1C(=O)CSc1nc2ncccc2[nH]1 (stereo unspecified)
    -2.9	0.7	4.5	7.0	2.3	5.7	-4.3	-4.5	-1.8
Cc1cc(N=Cc2c(O)n(-c3cccc(C(F)(F)F)c3)c(=O)c3ccccc23)no1
    1.8	-3.7	-8.8	7.6	-1.4	-0.7	-2.5	0.5	-8.6
CCc1cccc2c(C(=O)CSc3nncn3-c3ccc(OC)cc3)c[nH]c12
    -9.7	-6.6	2.6	7.9	-5.8	-0.6	-13.9	-4.7	0.6
CCC(C)(C)NC(=O)CN(Cc1ccc(OC)cc1)C(=O)CCC(=O)Nc1nccs1
    -1.4	-6.8	-1.9	-2.3	2.0	10.4	13.5	0.4	-9.6
O=S(=O)(c1ccc(NC(=S)NC2CC2)cc1)N1CCOCC1
    0.7	1.5	-2.9	-15.6	3.9	3.5	5.2	-1.6	4.0
CCOc1ccc(/C=N/NC(=O)CSc2ccccn2)cc1O
    4.3	2.2	0.7	18.9	6.5	1.3	-18.9	-1.0	11.3
Cc1cccc(CC(=O)Nc2sc(C(C)C)cc2C(=O)N2CCOCC2)c1
    2.1	4.5	-0.1	-8.2	3.3	-0.9	8.3	-0.6	10.0
CCC(=O)c1ccc(OCC(O)CNC2CCCC2)cc1 (stereo unspecified)
    -7.5	5.1	-0.8	8.7	0.1	-0.1	-26.4	-4.1	0.9
CCN(CC)C(=O)CSc1nc2c(sc(=S)n2-c2ccccc2)c(=O)n1Cc1ccco1
    0.8	-1.0	5.3	-13.1	0.0	-3.2	12.5	-4.8	7.3
C/C(=N\Nc1nncc2ccccc12)c1ccc(OCC(=O)N(C)C)cc1
    -4.3	0.9	4.5	-7.3	-4.2	10.0	18.0	0.3	-5.8
COc1ccc(CNC(=O)C2CCN(S(C)(=O)=O)CC2)c(OC)c1
    -5.0	-18.9	-1.1	-8.3	0.7	-1.8	7.7	1.0	-9.9
COc1ccc(NC(=O)Cc2c(F)c(F)c(F)c(F)c2F)cc1OC
    5.2	1.6	-5.2	-12.1	4.0	7.6	26.6	1.1	0.3

Bioassay records from PubChem.
